Tb hexokinase: Trypanosoma brucei hexokinase 1 inhibitors, primary screen, biochemical, G6PDH-coupled NADH absorbance, MLSCN library; hexokinase 1 [Trypanosoma brucei]; recombinant TbHK1, G6PDH-coupled NADH A340; inhibition, % at 10 µM; 220,000 compounds, 0.11% hits;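 active means inhibition of 50% or more in the single-dose primary screen; inactive means inhibition below 50%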
FXIa inh: human FXIa protease inhibitors, primary screen, biochemical, 1536-well; purified FXIa, Boc-Glu-Ala-Arg-AMC fluorogenic substrate; inhibition, % at 5 µM; 220,000 compounds, 0.14% hits; AID 798, 2007;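 active means inhibition of at least 40%; inactive means inhibition below 40%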;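 further: fluorescence of freed AMC excited at 355 nm; 0% = enzyme without compound and 100% = no enzyme blank; many of its hits are not listed in these tables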
EP2 antag: human EP2 receptor antagonists, primary screen, TR-FRET cAMP, C6 glioma cells | Prostaglandin E2 receptor EP2 subtype (Homo sapiens), P43116 | C6 glioma cells expressing human EP2; cells stimulated with saturating PGE2 | inhibition, % at 25 µM | 260,000 compounds, 0.52% hits;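 active means percent inhibition above 40 after rounding to a whole number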;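 further: rat C6 glioma host cells with rolipram phosphodiesterase inhibitor present; the protocol text gives 20 µM as final concentration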
Target sequence (P43116 whole entry, looked up): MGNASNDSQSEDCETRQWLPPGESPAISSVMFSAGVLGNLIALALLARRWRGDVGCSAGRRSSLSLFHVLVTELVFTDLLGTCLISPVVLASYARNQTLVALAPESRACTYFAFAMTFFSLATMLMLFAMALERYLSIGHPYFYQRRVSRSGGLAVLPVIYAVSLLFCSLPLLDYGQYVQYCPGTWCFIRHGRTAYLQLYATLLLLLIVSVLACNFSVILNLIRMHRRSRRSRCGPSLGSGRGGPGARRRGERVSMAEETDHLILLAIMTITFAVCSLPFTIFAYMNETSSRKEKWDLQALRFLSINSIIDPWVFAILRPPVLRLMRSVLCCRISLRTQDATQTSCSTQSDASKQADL
FXIIa inh 1536: human FXIIa protease inhibitors, primary screen, biochemical, 1536-well. Coagulation factor XII (Homo sapiens), P00748. purified FXIIa, Boc-QGR-AMC fluorogenic substrate, 2 h. inhibition, % at 5 µM. 220,000 compounds, 0.3% hits; in the data active means inhibition above about 40%;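 further: 0% = enzyme with no compound and 100% = blank without enzyme; many of its hits are not listed in these tables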
Target sequence (P00748 20-372 limits assumed): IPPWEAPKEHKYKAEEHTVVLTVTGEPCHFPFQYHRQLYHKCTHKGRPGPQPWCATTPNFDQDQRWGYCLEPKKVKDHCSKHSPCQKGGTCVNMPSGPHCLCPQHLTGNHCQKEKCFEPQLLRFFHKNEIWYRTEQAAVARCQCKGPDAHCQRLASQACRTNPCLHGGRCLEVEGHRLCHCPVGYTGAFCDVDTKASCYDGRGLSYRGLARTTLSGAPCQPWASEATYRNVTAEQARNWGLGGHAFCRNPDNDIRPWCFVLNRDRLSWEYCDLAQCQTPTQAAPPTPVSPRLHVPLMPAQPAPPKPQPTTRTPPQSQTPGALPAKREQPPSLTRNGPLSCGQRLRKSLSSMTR
Target sequence (P00748 373-615 limits assumed): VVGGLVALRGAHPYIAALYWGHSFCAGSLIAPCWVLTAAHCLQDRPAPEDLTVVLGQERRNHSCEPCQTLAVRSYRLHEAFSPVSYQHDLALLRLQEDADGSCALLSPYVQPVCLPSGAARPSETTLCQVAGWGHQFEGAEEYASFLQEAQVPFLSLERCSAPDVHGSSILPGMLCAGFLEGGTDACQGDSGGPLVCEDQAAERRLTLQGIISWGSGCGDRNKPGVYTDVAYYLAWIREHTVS
Wee1 degr inh: Wee1 degradation inhibitors, primary screen, cell-based, HeLa, Wee1K328M-luciferase, luminescence; Wee1-like protein kinase (Homo sapiens), P30291; HeLa Luc-Wee1K328M stability; 100% = proteasome inhibitor MG132 effect; reporter increase, % at 5 µM; 220,000 compounds, 1.2% hits;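 active means activation above the mean of all tested compounds plus 3 SD, set per screening run, cut at about 8.8% in these data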;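 further: cells exposed to compound for 20 h before luminescence read; 0% = DMSO alone and 100% = MG132 at 30 µM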
TNF death inh: inhibitors of TNF-alpha triggered necroptosis, primary screen, cell-based, Jurkat FADD-/-, single concentration. Jurkat FADD-/- TNF necroptosis rescue, ATP luminescence, 24 h; 0 = TNF only, 100 = no-TNF cells. activation (protection from cell death), % at 10 µM. 220,000 compounds, 0.068% hits. AID 463075, 2010;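 active means activation, meaning protection from cell death, of at least 50% relative to plate controls; inactive means activation below 50%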;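 further: necroptosis triggered by 40 ng/mL TNF-alpha added together with compound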
CHOP inh: inhibitors of CHOP promoter induction, primary screen, cell-based, unfolded protein response, luciferase reporter. CHO-K1 CHOP-promoter luciferase, tunicamycin-induced, 15-18 h. inhibition, % at 10 µM. 220,000 compounds, 3.8% hits. AID 2732, 2010;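 active means compounds that reduced the stress-induced luciferase reporter signal by more than about 70% of percent inhibition, limit read from the data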;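 further: 0% = tunicamycin plus vehicle and 100% = wells without tunicamycin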
L929 necroptosis: inhibitors of zVAD-triggered necroptosis, primary screen, L929 cells. L929 zVAD necroptosis rescue, ATP luminescence, 24 h; with zVAD 60 µM. viability rescue, % at 10 µM. 220,000 compounds, 0.38% hits. AID 1377, 2008;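 active means activation, scaled between plate controls, above about 75%, limit read from the data; inactive means activation under that limit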;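 further: 0% = zVAD with DMSO and 100% = DMSO alone without zVAD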
PPC-1+TRAIL kill: compounds killing PPC-1 cancer cells with TRAIL present, primary screen, TRAIL potentiator project, ATPLite luminescence, uHTS; PPC-1 cells + TRAIL, ATPLite viability luminescence; cell killing (% activity), % at 4 µM; 220,000 compounds, 0.41% hits; AID 1443, 2008;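 active means cell killing above 50% in the first pass at 4 µM, then a duplicate retest at 5 µM averaging 50% or more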;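 further: plate controls were cells with TRAIL plus DMSO for no effect and medium-only wells lacking cells for full effect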
* hit, by the source's call; / = no result given.

canonical_smiles	Tb hexokinase	FXIa inh	EP2 antag	FXIIa inh 1536	Wee1 degr inh	TNF death inh	CHOP inh	L929 necroptosis	PPC-1+TRAIL kill
Clc1ccccc1/C=N/NC1=Nc2cccc3cccc1c23	9	2	2	1	4	1.0	98*	0.8	33
Cc1ccccc1-c1nnc(SCc2ccc(F)cc2)o1	1	-8	8	-15	-1	1.7	43	0.5	23
N#CCCn1c(=O)n(CCC#N)c2ccccc21	-2	-1	5	6	-1	-1.1	-10	15	19
COc1cccc(OC)c1C(=O)NC(=O)Nc1c(F)c(F)c(F)c(F)c1F	1	-4	6	7	0	-0.4	0	-0.1	23
Cc1ccc(CSCC(Nc2ccc(C(=O)O)cc2[N+](=O)[O-])C(=O)O)cc1 (stereo unspecified)	-6	10	11	15	-1	0.3	-6	1.0	-2
Nc1c(S(=O)(=O)c2cccs2)c2nc3ccccc3nc2n1Cc1cccs1	3	-13	17	27	-2	-2.9	25	0.5	6
CCOC(=O)c1cc(NC(=O)c2cccs2)ccc1N1CCOCC1	-12	-1	8	7	2	1.8	5	49	14
Cc1noc(C)c1C(=O)Nc1ccc(F)cc1F	-7	1	7	12	0	2.1	-8	0.5	2
O=C(O)c1cccc(NC(=O)C2CC(=O)N(Cc3ccccc3)C2)c1 (stereo unspecified)	0	-8	13	5	-1	-1.2	-13	-0.4	14
NC(=O)c1ccc(NC(=O)CCNC(=O)c2ccco2)cc1	-4	-3	6	8	6	0.0	3	0.2	27
CCOc1cc(C#N)c(NC(=O)c2cccnc2Cl)cc1OCC	0	1	9	4	0	-1.5	20	-0.1	0
Cc1ccc(C)c(NC(=O)Cn2c([N+](=O)[O-])cnc2C)c1	-4	-7	4	-7	-3	-0.7	5	0.5	25
Cc1cc(NS(=O)(=O)c2ccc(C3CCCCC3)cc2)no1	4	3	2	14	-3	-2.3	0	0.1	27
C=C(C)COc1ccc(-c2n[nH]c(C)c2-c2ccc(OC)c(OC)c2)c(O)c1	-4	0	5	8	6	-16	-3	0.8	10
O=C(/C=C/c1ccco1)Nc1nc(-c2ccc(F)c(F)c2)cs1	-10	12	3	11	3	-13	1	1.6	3
Cc1cccc(C(=O)NCC(=O)Nc2ccc(S(=O)(=O)Nc3nc(C)cc(C)n3)cc2)c1	5	33	6	30	-5	-0.2	26	-3.4	16
O=C(CSc1nnc(C2COc3ccccc3O2)o1)NC1CCCCC1 (stereo unspecified)	6	6	6	10	1	4.1	-35	-0.7	8
COc1cc(C(=O)OCCn2c(=O)c3c(ncn3CCN(C)C)n(C)c2=O)cc(OC)c1OC	0	-4	4	2	5	2.0	5	0.0	19
COC(=O)C(O)(CC(=O)Nc1ccc(Cl)cc1F)C(F)(F)F (stereo unspecified)	3	29	6	23	-2	0.1	3	0.1	-1
CCOC(=O)c1c(C)[nH]c(C(=O)N/N=C/c2ccc(Br)cc2)c1C	-12	-7	8	-1	3	-11	25	-0.6	-3
O=C(NC1CCCCC1)c1cc([N+](=O)[O-])ccc1N1CCCCC1	-4	2	5	6	-1	-1.4	35	0.0	-6
CCN(c1ccc(N=Cc2c(O)n(Cc3ccc(OC)cc3)c(=O)c3ccccc23)cc1)C(C)C	-11	0	6	8	5	4.3	3	3.2	14
CC(NC(=O)C(C)(C)C)c1nc2ccccc2n1C (stereo unspecified)	-3	1	8	4	-1	1.5	4	3.5	35
Cc1ccc(NC(=O)c2cc([N+](=O)[O-])ccc2Cl)c(O)c1	-2	-2	8	2	4	0.1	-9	0.1	15

Quoted at random: two entries already listed.
canonical_smiles	Tb hexokinase	FXIa inh	EP2 antag	FXIIa inh 1536	Wee1 degr inh	TNF death inh	CHOP inh	L929 necroptosis	PPC-1+TRAIL kill
O=C(O)c1cccc(NC(=O)C2CC(=O)N(Cc3ccccc3)C2)c1 (stereo unspecified)	0	-8	13	5	-1	-1.2	-13	-0.4	14
O=C(/C=C/c1ccco1)Nc1nc(-c2ccc(F)c(F)c2)cs1	-10	12	3	11	3	-13	1	1.6	3

The listing continues.
canonical_smiles	Tb hexokinase	FXIa inh	EP2 antag	FXIIa inh 1536	Wee1 degr inh	TNF death inh	CHOP inh	L929 necroptosis	PPC-1+TRAIL kill
CCc1ccc(C2=NN(CCC(=O)NC(C)CCc3ccccc3)C(=O)CC2)cc1 (stereo unspecified)	-5	-3	1	7	0	1.8	59	-1.0	-10
COc1ccc(CN2C(=O)NC3(CCCCC3)C2=O)cc1F	-9	-10	2	10	3	2.7	32	-0.2	-6
Cc1ccc(NC(=S)N(CCN(C)C)Cc2cc3cccc(C)c3[nH]c2=O)cc1	-5	-4	10	2	2	5.9	-25	-0.9	20
Cc1ccc(CNC(=O)C(=O)Nc2nccs2)cc1	-9	5	4	5	0	1.0	9	0.3	-6
COc1ccc(Oc2c(C)oc3c(CN(C)C)c(O)ccc3c2=O)cc1	-23	-2	3	11	2	-0.7	7	-0.2	14
NC(=S)N/N=C/c1ccc(/C=N/NC(N)=S)cc1	-66	4	10	9	-4	0.3	17	0.7	-12
CC1(C)C(=O)OC(c2cccs2)C(C)(C)C1=O (stereo unspecified)	5	13	10	17	0	7.1	-2	0.5	-6
CCOC(=O)Cn1cc(C=O)c2ccccc21	-5	3	2	8	-3	-0.1	-2	-0.4	25
COc1ccc(Cc2nc(-c3cccs3)no2)cc1OC	-11	-8	9	0	2	-0.3	29	-0.2	-5
C=CCOC(=O)CCP(=O)(CCC(=O)OCC=C)c1ccccc1	3	-1	6	7	-1	0.8	-5	1.1	8
COc1ccc(C2CC(C(F)(F)F)n3ncc(C(=O)NCc4cccnc4)c3N2)cc1OC (stereo unspecified)	-3	-4	8	1	-1	-2.7	-1	0.1	12
Cc1ccc(NC(=O)c2ccccc2-c2ccccc2C(=O)O)cc1	-1	-11	4	7	0	1.1	2	0.5	11
CC1(C)Cc2c(sc3nn[nH]c(=O)c23)CO1	-22	-1	10	10	2	1.1	10	0.8	-11
CCOC(=O)c1cc(NC(=O)N2CCOCC2)c(C)nc1C	6	-6	11	-2	-1	-1.6	23	-0.1	26
CCC12C(=O)C(CC)(C(c3ccccc3)=C1c1ccccc1)[C@@H]1C(=O)N(c3ccc(C)cc3)C(=O)C12 (stereo partly specified)	-7	2	5	5	1	1.0	22	0.0	16
O=S(=O)(NCc1csc(-c2cccnc2)n1)c1cccs1	2	5	9	12	4	1.7	-5	-0.1	25
CC(c1ccco1)N(C(=O)c1cccs1)c1ccccn1 (stereo unspecified)	-4	-3	5	3	-1	-4.1	27	-0.4	0
COc1ccc(CCNC(=O)CSc2nnc(C(C)N(C)C)n2Cc2ccccc2)cc1OC (stereo unspecified)	2	7	3	4	-1	0.5	-5	1.9	-17
Cn1c(=O)c(C(=O)COC(=O)c2cc(-c3ccco3)nc3ccccc23)c(N)n(CC2CC2)c1=O	-10	7	/	11	-1	-9.7	35	-0.8	0
CCN(C(=O)c1ccc(NC(C)=O)cc1)c1ccccc1C	-1	-2	3	12	2	-0.3	11	-0.1	25
COc1ccc(-c2nn(C)c(=O)c3ccccc23)cc1NC(=O)COc1ccccc1	0	-5	12	-2	-2	-9.9	37	2.2	0
CC(=O)N1N=C(c2ccncc2)CC1c1ccccc1O (stereo unspecified)	-3	-3	0	6	3	-2.6	-8	-0.6	6
Cc1cccc(OCCN2C(=O)c3ccccc3C2=O)c1	0	-2	5	8	-2	0.1	-28	-0.7	-24
CCc1ccccc1NC(=S)/N=C(\N)Nc1nc(C)c2cc(C)ccc2n1	-8	7	9	13	3	-4.3	53	2.5	20
O=C(C1CC1)N1CCC(c2nc(-c3ccc(S(=O)(=O)N4CCCC4)cc3)no2)CC1	-12	-1	7	3	1	-2.9	8	-0.1	-4
Clc1ccc(Sc2ccc(/C=N/n3cnnc3)o2)cc1	-19	19	11	18	0	-0.2	-2	0.2	5
O=C1Nc2ccc(S(=O)(=O)NCCC3=CCCCC3)c3cccc1c23	1	-12	17	-5	1	-2.9	21	-0.3	5
COc1cc(/C=N/n2nnnc2N)cc(OC)c1OC	-32	5	5	14	0	-3.4	-5	0.0	-10
NC(=O)c1ccsc1NC(=O)CSc1nnc(Nc2ccccc2)s1	0	-2	10	3	1	1.1	8	6.9	26
C/C(N)=C(/C#N)C(=O)CN1CCCCC1	-1	3	-1	13	2	-2.2	-13	0.7	-8
CCCCCCCN1C/C=C\C(c2ccc(OC)cc2)N(Cc2ccc(F)cc2)C(=O)[C@H]1Cc1ccccc1 (stereo partly specified)	2	3	12	6	/	-1.5	20	-0.1	30
O=C(CCC(=O)Nc1cccc(Cl)c1)N/N=C/c1cc([N+](=O)[O-])ccc1O	-18	-3	3	3	1	-3.5	37	0.3	7
CC1CCc2cc(F)ccc2N1C(=O)CSc1nnc2c(n1)[nH]c1ccc(F)cc12 (stereo unspecified)	2	3	19	9	0	-2.1	101*	1.2	14
C=CCn1c(COc2ccccc2)nnc1SCC(=O)NCC(=O)OCC	-1	-13	8	-8	4	-0.5	1	-0.4	17
COc1ccc(C/C(C)=N/NC(=O)c2ccc(Cl)cc2)cc1	-3	-1	6	11	0	2.1	10	1.0	0
Cc1nnc(NC(=O)c2ccc(S(=O)(=O)N3CCOCC3)cc2)s1	-27	2	7	7	3	1.2	-4	-0.3	9
Cc1cc(C)cc(NC(=O)N2CCCCCCC2)c1	0	-1	10	8	3	1.4	0	2.8	6

Screening results as filed in PubChem.

Only part of the results is shown, so the mix of outcomes need not match the whole.
